# Efflux pump mplx: blocks antifungal efflux pumps in multiplex yeast assay. S. cerevisiae Candida pump triplex, Nile Red efflux. inhibition, % at 10 µM. 330,000 compounds, 0.44% hits;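 active means plate passing quality check with inhibition over a set limit, or well fluorescence over plate mean plus 4 SD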;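 further: Nile Red retained in pooled yeast measured as flow cytometry median fluorescence; 0% = buffer negative control and 100% = Enniatin B positive control; higher means more Nile Red kept so more efflux inhibition; some compounds called inactive have numbers as strong as hits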
# PREPL inhibitor: inhibitors of human prolyl oligopeptidase-like enzyme PREPL. Q4J6C6. recombinant PREPL, fluorescence polarization activity-based probe. inhibition, % at 5.96 µM. 320,000 compounds, 0.68% hits. AID 2751; in the data active means inhibition above about 43%;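 further: 0% = enzyme with DMSO and 100% = wells lacking enzyme; many of its hits are not listed in these tables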
# HCV core dimer: HCV core protein dimerization inhibition; TR-FRET GST/Flag-core106 dimerization, 1536-well; inhibition, % at 5 µM; 300,000 compounds, 0.33% hits; AID 1899;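 active means inhibition above the mean of all tested compounds plus 3 SD, set per screening campaign, cut at about 45% in these data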
#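 Assay system: GST-tagged and Flag-tagged HCV core protein residues 1-106 / Times: compound-protein-antibody incubation 4 h at 22.5 °C / Signal: time-resolved FRET, ex 340 nm, em 617 and 671 nm / Evaluation: % inhibition based on acceptor/donor emission ratio / Benchmarks: wells lacking GST-core106 and wells with excess unlabelled core106 / Repeats: singlicate, one well per compound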
# CTSL1 counter: cathepsin L1 inhibition, PFM18AAP counter-screen; AID 1906; 300,000 compounds, 0.49% hits; inhibition, % at 5.96 µM; recombinant F. hepatica cathepsin L1, Z-Leu-Arg-MCA fluorescence;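 active means inhibition above the mean of all tested compounds plus 3 SD, set per screening campaign, cut at about 17% in these data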;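 further: 0% = plate median of test compound wells and 100% = 1 µM Z-Phe-Ala-diazomethylketone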
# PP5 inh: blocks human protein phosphatase 5 activity | P53041 | inhibition, % at 6.7 µM | purified PP5c, OMFP substrate fluorescence | AID 1987 | 320,000 compounds, 0.18% hits;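 active means inhibition above the campaign's mean inhibition across all tested compounds plus 3 SD, cut at about 9.5% in these data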;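 further: 0% = DMSO only and 100% = 100 µM cantharidin control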
# Target sequence (P53041 whole entry, looked up): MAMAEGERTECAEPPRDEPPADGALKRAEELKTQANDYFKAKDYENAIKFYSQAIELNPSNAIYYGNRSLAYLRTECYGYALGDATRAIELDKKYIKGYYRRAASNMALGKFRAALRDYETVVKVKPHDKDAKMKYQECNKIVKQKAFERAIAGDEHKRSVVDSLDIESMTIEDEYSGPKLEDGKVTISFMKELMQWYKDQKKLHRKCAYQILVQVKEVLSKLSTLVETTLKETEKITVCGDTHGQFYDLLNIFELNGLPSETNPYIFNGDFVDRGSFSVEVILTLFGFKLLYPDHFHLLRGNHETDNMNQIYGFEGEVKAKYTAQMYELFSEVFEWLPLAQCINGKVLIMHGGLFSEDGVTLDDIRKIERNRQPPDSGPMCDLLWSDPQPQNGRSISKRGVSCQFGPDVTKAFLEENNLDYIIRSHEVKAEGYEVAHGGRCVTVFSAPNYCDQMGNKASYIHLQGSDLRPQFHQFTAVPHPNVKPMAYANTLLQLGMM
# PP1 counter: PP1-alpha (human) inhibition in PP5 counter-screen; P62136; purified PP1alpha, OMFP fluorescence; inhibition, % at 6.7 µM; 320,000 compounds, 0.9% hits;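 active means inhibition above the mean inhibition of all tested compounds plus 3 SD, computed separately for each screening campaign, cut at about 15% in these data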
# Target sequence (P62136 whole entry, looked up): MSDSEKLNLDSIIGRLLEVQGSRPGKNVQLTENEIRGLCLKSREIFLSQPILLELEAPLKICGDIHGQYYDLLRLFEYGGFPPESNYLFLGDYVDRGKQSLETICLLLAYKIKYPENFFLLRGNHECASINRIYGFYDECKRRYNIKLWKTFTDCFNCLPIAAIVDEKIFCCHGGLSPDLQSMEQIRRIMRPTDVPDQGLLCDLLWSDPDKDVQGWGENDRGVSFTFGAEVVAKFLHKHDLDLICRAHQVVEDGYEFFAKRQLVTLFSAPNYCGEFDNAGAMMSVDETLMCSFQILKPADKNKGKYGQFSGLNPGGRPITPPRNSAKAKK
# TPT1 inhibitor: C. albicans TPT1 enzyme inhibition. recombinant caTPT1, FP RNA substrate dephosphorylation. inhibition, % at 5 µM. 300,000 compounds, 0.81% hits;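 active means inhibition above the mean of all tested compounds plus 3 SD, set per screening campaign, cut at about 24% in these data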;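 further: plate controls were DMSO alone for no effect and ferristatin control at 100 nM for full effect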
# JMJD2C inh: human JMJD2C demethylase inhibition | GST-JMJD2C(1-420) H3K9me3 demethylation, DELFIA europium | inhibition, % at 2.35 µM | AID 2099 | 330,000 compounds, 0.069% hits | Q9H3R0;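 active means more than half of a compound's replicate wells show inhibition beyond 50%, single wells judged on their own value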;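 further: signal counts dimethyl H3K9 product captured on neutravidin plate; 0% = median of DMSO wells and 100% = 0.3 times that DMSO median; strong numbers were not always called active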
# LYPLA2 inh: blocks human lysophospholipase 2, a PME1 counter-screen | 320,000 compounds, 0.38% hits | inhibition, % at 5.9 µM | recombinant LYPLA2, FP-Rh probe fluorescence polarization | O95372;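 active means inhibition above the screen-wide mean plus 3 SD, limit set per campaign, cut at about 26% in these data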;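 further: 0% = LYPLA2 with DMSO and 100% = wells lacking LYPLA2 enzyme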
# Target sequence (O95372 whole entry, looked up): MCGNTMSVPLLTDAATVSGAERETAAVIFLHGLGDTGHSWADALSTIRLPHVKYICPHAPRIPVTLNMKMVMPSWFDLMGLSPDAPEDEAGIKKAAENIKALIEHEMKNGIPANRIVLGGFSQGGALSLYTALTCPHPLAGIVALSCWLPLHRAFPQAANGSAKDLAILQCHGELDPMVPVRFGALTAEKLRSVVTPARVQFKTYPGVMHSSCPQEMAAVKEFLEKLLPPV
# * = called active by the depositor; x = no result given; + = active, no number. Only part of the results is shown, so the mix of outcomes need not match the whole.
SMILES,Efflux pump mplx,PREPL inhibitor,HCV core dimer,CTSL1 counter,PP5 inh,PP1 counter,TPT1 inhibitor,JMJD2C inh,LYPLA2 inh
N#C/C(=C/Nc1ccccc1F)S(=O)(=O)c1ccc(Cl)cc1,-0.1,28,-11,1,1.7,7,-9,2,6
O=C(COC(=O)c1ccc(Cl)c(S(=O)(=O)NCc2ccccc2)c1)NCC1CCCO1 (stereo not given),-0.1,-3,-3,0,-0.7,-1,0,-2,-3
CC(=O)NC(Cc1ccc(C)cc1)C(=O)NC1CCN(S(=O)(=O)c2ccccc2)CC1 (stereo not given),0.0,8,0,1,0.6,0,-3,1,3
COc1cc(NC(=O)c2cccs2)c(OC)cc1NC(=O)CCn1nnc2ccccc21,-0.1,22,3,2,2.5,-1,0,-26,1
O=C(NCc1cccc(Cl)c1)c1cccc(S(=O)(=O)N2CCCC2)c1,-0.1,18,x,x,4.3,-4,x,5,1
Cc1nc2ccccn2c1-c1nnco1,0.1,5,-4,-2,-4.1,-2,5,-8,-4
CCn1ncc(S(=O)(=O)Nc2cc(Cl)ccc2C)c1C,-1.3,2,-6,0,0.5,-5,0,6,5
COc1ccc(S(=O)(=O)Nc2ccccc2OC)cc1NC(=O)CC1CC2CCC1C2 (stereo not given),0.3,6,2,0,6.1,5,-2,4,-7
CN1C(=O)CCC(CCC(=O)O)(c2ccccc2O)C1=O (stereo not given),0.0,14,-11,9,-0.7,-9,-6,1,1
Cc1ccc2c(c1)CCCN2C(=O)c1cc2ccccc2oc1=O,-0.1,7,1,4,-0.2,-2,6,-14,17
CC(=O)c1cc(NC(=O)c2cccc(C(F)(F)F)c2)c(=O)oc1C,0.1,11,6,-3,2.6,2,0,-5,-8
Cc1cc(=O)[nH]c(N/N=C/c2c(C)nn(-c3ccccc3Cl)c2Cl)n1,-0.1,5,0,0,-0.2,2,3,22,-1
COc1ccc(-c2nc(C#N)c(NC(C)C)o2)cc1,0.0,11,-1,1,-0.8,-3,2,-7,3
O=C(CCN1CCN(CCO)CC1)Nc1cccc(Br)c1,-0.1,10,-1,-1,-1.5,-4,-1,-6,1
N#C/C(=C\c1ccc(N2CCOCC2)o1)C(=O)Nc1ccc(O)cc1,0.1,12,-40,6,5.0,2,+,0,5
Cc1ccc(O)c(N=Cc2ccc(C)s2)c1,0.1,5,-5,-4,3.4,2,1,41,-2
CC(=O)NNc1[nH]c2c(c(=O)c1[N+](=O)[O-])c(=O)n(C)c(=O)n2C,-0.1,7,-4,2,1.7,3,-5,8,4
CON1C(=O)C(=O)N(OC)C2CCCCCC21 (stereo not given),0.4,4,-6,-5,1.9,-2,-2,-5,2
O=C(CCc1nnc(CCC2CCCCC2)o1)NCCc1ccccn1,-0.1,22,-10,0,-0.7,1,-1,-12,0
C/C(N)=C(/C#N)C(=O)CN1CCCCC1,-0.1,0,1,-4,0.5,-3,-8,1,8
CCC1(c2ccc(C)cc2)NC(=O)N(C(C)C(=O)Nc2ccc(N3CCOCC3)cc2)C1=O (stereo not given),0.2,11,x,x,2.0,-5,x,-2,-2
Cn1c(Cc2ccccc2)nnc1SCc1cc(=O)n2ccsc2n1,0.0,8,-4,-2,0.6,-1,-2,4,-1
COc1ccc(/C=C/c2nnc(NC(=O)COc3ccccc3)s2)cc1,-0.1,-8,3,3,-1.5,0,6,-5,-8
Cc1cccc(C)c1N1CCN(C(=O)N2CCOCC2)CC1,0.1,-1,-3,-1,0.7,-4,3,-6,2
CC(=O)NN1C(=O)c2ccccc2NC1c1ccccc1O (stereo not given),0.1,4,-3,-2,-0.1,-1,-3,13,-1
COc1cc(CC(=O)OCC(=O)N2CCCCC2C)cc(OC)c1OC (stereo not given),0.0,-5,5,1,2.8,-1,-1,-4,1
C/C(=N\Nc1ccc([N+](=O)[O-])cc1[N+](=O)[O-])C(C)C(C)C (stereo not given),-0.2,7,-16,2,4.5,0,-4,-2,21
Cc1cccc(OCCCCc2c(C)n[nH]c2C)c1C,0.8,6,-5,-4,7.3,-8,2,-5,-2
COc1ccc(NC(=O)CN2CCCCC2)c([N+](=O)[O-])c1,-0.8,1,2,2,-0.7,-2,3,-9,3
NC(=O)N/N=C/c1cn(-c2ccccc2)nc1-c1ccccc1,-0.1,16,1,11,0.9,5,-2,70,20
CCOc1ccccc1-c1noc(CCC(=O)Nc2cccnc2)n1,-0.1,-6,-2,-1,0.3,1,-3,5,3
NC(=O)c1ccc(OCC2CCCO2)cc1 (stereo not given),-0.1,1,-3,2,-0.7,1,-1,3,2
COC(=O)c1c(C)oc(C)c1S(=O)(=O)NC(C)(C)C,-0.1,-1,0,-2,0.1,-1,-2,-5,1
O=C(Nc1cccc(S(=O)(=O)N2CCCCC2)c1)Nc1ccc(Cl)cc1Cl,-0.6,0,13,3,1.9,3,-3,-1,-95
CCC(C)(C)NC(=O)C1CCC(CNS(=O)(=O)c2cccc3nsnc23)CC1 (stereo not given),0.0,3,5,1,0.9,1,1,-13,2
C#CCOCCOCCOCCNc1nc(N2CCN(C(=O)[C@H]([C@@H](C)CC)n3cc([C@@H](N)Cc4ccc(O)cc4)nn3)CC2)nc(N2CCN(C(=O)[C@H](Cc3cc4ccccc4[nH]3)n3cc([C@@H](N)C(C)CC)nn3)CC2)n1 (stereo not given in full),0.0,53*,1,4,3.0,11,2,-26,5
COc1cc(/C=C2\CC/C(=C\c3cc(OC)c(O)c(OC)c3)C2=O)cc(OC)c1O,0.8,26,-12,4,1.2,1,91*,-10,-20
COc1ccccc1N/C=C/C(=C(C#N)C#N)N(C)C,0.1,3,0,4,-0.1,8,2,0,-1
CCN(CC(=O)N1CCN(Cc2ccccc2)CC1)S(=O)(=O)c1ccc(F)cc1,-0.1,3,-3,0,-1.7,-3,-1,-8,-4
Cc1cc(CN(C)Cc2cn(C)nc2-c2ccc(Oc3ccccc3)cc2)on1,0.1,-4,-2,2,4.5,-1,1,2,9
CC1CCCCC1NC(=O)C(Cc1ccccc1)NS(=O)(=O)c1cccs1 (stereo not given),-0.1,2,3,0,2.0,4,-1,19,-4
CCSc1nnc2ccc(-c3ccco3)nn12,0.0,-18,1,1,-0.5,2,-1,3,-4
CC(C)CCNC(=O)c1nn(Cc2ccccc2)c(=O)c2ccccc12,0.0,-5,-1,2,-0.3,-2,-3,11,4
CCc1ccc(NC(=O)N2CCCCCC2)cc1,-2.2,3,-5,-2,0.1,0,-3,-2,8
Cn1cnnc1SCc1ccc(C(=O)NN)cc1,-0.1,0,4,-1,0.6,-2,-1,11,0
COCCN1Cc2cccc(C(=O)NC(C)CCc3ccco3)c2C1=O (stereo not given),-0.2,-3,-1,-3,0.6,-1,0,10,1
O=C(CSC1CN(C(c2ccccc2)c2ccccc2)C1)N/N=C/c1ccccc1,0.0,36,-1,-1,3.2,11,-1,9,-6
c1ccc(NC2=Nc3ccccc3CC2)cc1,0.0,3,7,-3,2.9,-1,-2,0,-2
COc1ccc(OCc2nnc(SCC(=O)NC3CCCCC3)o2)cc1,0.0,9,-10,1,1.8,2,1,6,-2
CCCOc1ccccc1NC(=O)/C=C/C(N)=O,0.1,10,-3,0,-0.3,-3,0,-9,8
O=C(COC(=O)c1ccc([N+](=O)[O-])s1)Nc1cccc(S(=O)(=O)NC2=NCCCCC2)c1,0.2,22,-2,70*,1.7,0,-1,6,7
COC(=O)C1=C(C(=O)OC)[C@@H]2N(C)c3ccc(OC)cc3[C@@]23C[C@@H](C(=O)OC)N(S(=O)(=O)c2ccc([N+](=O)[O-])cc2)C3=N1,-0.1,8,2,1,0.4,-1,-3,-11,-6
CCSc1nc2sc3c(c2c(=O)[nH]1)CCCC3,0.0,4,0,2,1.3,-4,1,3,0
Cc1cccc(-c2n[nH]c(=S)n2-c2ccccc2)c1[N+](=O)[O-],-0.2,3,14,2,-1.8,-2,-1,3,3
COc1ccccc1N(CC(=O)NCCSc1ccccc1)S(=O)(=O)c1ccccc1,-0.3,-4,4,-1,3.1,1,0,8,3
O=C(CC1(O)C(=O)N(Cc2ccc3c(c2)OCO3)c2ccccc21)c1ccccc1 (stereo not given),0.3,-3,2,-2,5.0,3,3,1,7
COc1ccc(C(=O)NC(=S)NC2CCCCC2)cc1,-0.1,2,-16,2,4.5,-2,1,1,0
CC(C)C(=O)Nc1c(C(=O)N2CCN(c3ncccn3)CC2)oc2ccccc12,0.0,22,-3,-3,1.9,-1,-1,0,5
COc1ccc(CNC(=O)C2CCN(S(=O)(=O)N3CCCCC3)CC2)cc1,-0.1,-1,2,-3,1.4,-5,-4,5,0
CC(C)(C)C1CCC(=NNC(=S)NCc2ccccc2)CC1 (stereo not given),0.0,-11,7,0,0.6,-3,-4,18,3

# Ordered by the number under TPT1 inhibitor (descending): three from the list above
SMILES | TPT1 inhibitor
CCCOc1ccccc1NC(=O)/C=C/C(N)=O | 0
CC(C)C(=O)Nc1c(C(=O)N2CCN(c3ncccn3)CC2)oc2ccccc12 | -1
CC(C)CCNC(=O)c1nn(Cc2ccccc2)c(=O)c2ccccc12 | -3

# Next section:
SMILES,Efflux pump mplx,PREPL inhibitor,HCV core dimer,CTSL1 counter,PP5 inh,PP1 counter,TPT1 inhibitor,JMJD2C inh,LYPLA2 inh
CCN(CC(=O)O)S(=O)(=O)c1cc(Cl)ccc1Cl,0.0,0,-3,-2,0.6,-4,-1,3,2
C#CCOc1ccc(C2C(C#N)=C(N)Oc3cc(O)ccc32)cc1 (stereo not given),-0.1,24,19,1,-0.3,0,8,1,1
Cc1cc(NC(=O)Nc2cc(Cl)sc2Cl)no1,-0.8,8,-2,6,1.7,1,1,-1,-1
COc1cc2c(cc1OC)C(c1cccc(OC)c1OC)CC(=O)N2 (stereo not given),-0.1,-1,2,2,-1.9,1,-4,-5,5
CCc1cc(=O)oc2c(CN3CCN(C)CC3)c(O)c(Cl)cc12,-0.1,4,6,2,0.6,7,2,2,-2
COc1ccc(N(CC(=O)NCc2cccs2)S(=O)(=O)c2cccnc2)cc1,-0.4,-10,-4,-4,0.3,0,-1,-3,5
CCN1CCN(C(=O)c2ccc(Cn3c(=O)[nH]c4cc(OC)c(OC)cc4c3=O)cc2)CC1,0.1,5,-4,-3,0.5,-2,1,-6,1
CC1=NN(Cc2ccccc2)C(=O)C1C(c1ccccc1)C(C#N)C#N (stereo not given),-0.2,-9,-5,3,3.0,2,0,2,4
COc1ccc(CCNc2cc(N3CCN(C(=O)c4ccc(C)cc4)CC3)ccc2[N+](=O)[O-])cc1OC,0.1,6,4,1,4.0,-2,0,-3,-1
CCCSC(=O)N(CC)CC(=O)Nc1c(CC)cccc1CC,-0.3,3,-2,-1,0.3,0,2,-4,2
Cc1cc(=O)n2nc(N3CCC(C(=O)NC4CCCc5ccccc54)CC3)sc2n1 (stereo not given),0.0,-1,16,4,-1.9,1,0,-3,4
Cc1ccc(NC(=O)c2cccc3ccccc23)cc1,-0.1,-3,-1,2,1.7,-1,1,-4,5

# Reprinted at random: 2 compounds from above, in no set order.
SMILES,Efflux pump mplx,PREPL inhibitor,HCV core dimer,CTSL1 counter,PP5 inh,PP1 counter,TPT1 inhibitor,JMJD2C inh,LYPLA2 inh
Cc1cc(=O)n2nc(N3CCC(C(=O)NC4CCCc5ccccc54)CC3)sc2n1 (stereo not given),0.0,-1,16,4,-1.9,1,0,-3,4
CC1=NN(Cc2ccccc2)C(=O)C1C(c1ccccc1)C(C#N)C#N (stereo not given),-0.2,-9,-5,3,3.0,2,0,2,4

# Source: PubChem BioAssay (several laboratories)
